# AHR activator = activators of human aryl hydrocarbon receptor. P35869. AHR-responsive luciferase reporter cells, luminescence. activation, % at 5 µM. 2.5% of 320,000 active; in the data active = activation above about 47%;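 note: 0% = vehicle wells and 100% = reference agonist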
# TPT1 inh = C. albicans TPT1 enzyme inhibition; recombinant caTPT1, FP RNA substrate dephosphorylation; inhibition, % at 5 µM; 0.81% of 300,000 active; AID 1962;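 active = inhibition above the mean of all tested compounds plus 3 SD, set per screening campaign, cut at about 24% in these data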;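 note: plate controls were DMSO alone for no effect and ferristatin control at 100 nM for full effect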
# core dimer inh = HCV core protein dimerization inhibition | 0.33% of 300,000 active | TR-FRET GST/Flag-core106 dimerization, 1536-well | AID 1899 | inhibition, % at 5 µM;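 active = inhibition above the mean of all tested compounds plus 3 SD, set per screening campaign, cut at about 45% in these data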
#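 Assay system: Tagged HCV core106 pair (GST and Flag) | Buffer or medium: KF-containing HEPES buffer, pH 7.45, DTT, CHAPS, BSA | Also added: Eu donor and XL665 acceptor anti-tag antibodies | Dosing: One concentration, 5 µM, in 0.5% DMSO | Timing: 4 h at 22.5 °C | Technique: TR-FRET 671 and 617 nm emission | Repeats: Singlicate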
# Fh CTSL1 inh = blocks F. hepatica cathepsin L1 in PFM18AAP counter-screen; 0.49% of 300,000 active; AID 1906; inhibition, % at 5.96 µM; recombinant F. hepatica cathepsin L1, Z-Leu-Arg-MCA fluorescence;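 active = inhibition above the mean of all tested compounds plus 3 SD, set per screening campaign, cut at about 17% in these data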;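 note: 0% = plate median of test compound wells and 100% = 1 µM Z-Phe-Ala-diazomethylketone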
# PP5 primary = blocks human protein phosphatase 5 activity; inhibition, % at 6.7 µM; purified PP5c, OMFP substrate fluorescence; P53041; 0.18% of 320,000 active;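 active = inhibition above the campaign's mean inhibition across all tested compounds plus 3 SD, cut at about 9.5% in these data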;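 note: 0% = DMSO only and 100% = 100 µM cantharidin control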
# Target sequence (P53041 whole entry, looked up): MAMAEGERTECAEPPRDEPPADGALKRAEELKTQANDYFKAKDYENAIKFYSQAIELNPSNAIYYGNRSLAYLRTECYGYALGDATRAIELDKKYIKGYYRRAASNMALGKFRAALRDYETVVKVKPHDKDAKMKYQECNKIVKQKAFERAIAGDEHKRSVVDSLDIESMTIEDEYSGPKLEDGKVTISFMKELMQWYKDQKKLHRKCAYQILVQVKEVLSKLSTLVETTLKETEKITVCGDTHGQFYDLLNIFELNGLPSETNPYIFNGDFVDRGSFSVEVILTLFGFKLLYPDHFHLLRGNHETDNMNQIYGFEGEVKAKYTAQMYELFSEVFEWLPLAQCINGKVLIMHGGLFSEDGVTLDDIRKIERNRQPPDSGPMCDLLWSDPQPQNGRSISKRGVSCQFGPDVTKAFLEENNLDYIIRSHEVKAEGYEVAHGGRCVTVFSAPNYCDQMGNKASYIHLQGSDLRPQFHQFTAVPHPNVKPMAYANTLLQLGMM
# procasp7 counter = counter-screen: procaspase-7 (human) activation. AID 463210. recombinant procaspase-7, Ac-DEVD-pNA absorbance 405 nm; D23A/D198A/D206A triple mutant, cannot self-cleave; scale: DMSO 0, 5 µM enzyme 100. 0.093% of 330,000 active. activation, % at 8.5 µM. P55210;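 active = percent activation above the screen-wide mean plus 3 SD, cut at about 25% in these data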
#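 buffer or medium = Zinc-free HEPES/NaCl buffer, pH 7.4 | material = Procaspase-7 triple mutant (PC-7 D3A) | input = 2 µM procaspase-7 mutant as dispensed | signal = Epi-absorbance of released pNA at 405 nm, two timepoints | timing = 1 h preincubation, 2 h reaction | replicates = singlicate compound testing | evaluation = % activation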
# procasp3 activ = activates human procaspase-3 | recombinant procaspase-3 D3A, Ac-DEVD-pNA absorbance 405 nm | activation, % at 8.5 µM | 0.11% of 330,000 active | P42574;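 active = activation above the mean of all tested compounds plus 3 SD, cut at about 21% in these data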;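 note: 0% = DMSO alone and 100% = DMSO wells spiked with extra 5 µM PC-3 D3A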
# Target sequence (P42574 whole entry D9A/D28A/D175A): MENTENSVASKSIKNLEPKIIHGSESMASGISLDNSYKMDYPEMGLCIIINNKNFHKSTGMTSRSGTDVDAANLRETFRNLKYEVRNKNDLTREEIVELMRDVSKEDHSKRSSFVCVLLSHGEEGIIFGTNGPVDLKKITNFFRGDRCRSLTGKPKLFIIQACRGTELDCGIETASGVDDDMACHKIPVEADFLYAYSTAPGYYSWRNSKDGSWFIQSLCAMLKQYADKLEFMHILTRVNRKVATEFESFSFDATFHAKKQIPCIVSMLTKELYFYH
#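 Assay system – Procaspase-3 D3A mutant · Benchmarks – DMSO low control, extra-enzyme high control · Technique – 405 nm absorbance of p-nitroaniline, reads at 0 and 120 min · Doses – 8.5 µM nominal · Measure – % activation between DMSO and enzyme-spiked controls · Also added – Ac-DEVD-pNA chromogenic peptide substrate · Schedule – 1 h compound preincubation, 2 h substrate hydrolysis at 25 °C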
# PP1 counter = blocks human PP1-alpha phosphatase, a PP5 counter-screen. 0.9% of 320,000 active. purified PP1alpha, OMFP fluorescence. P62136. inhibition, % at 6.7 µM;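 active = inhibition above the mean inhibition of all tested compounds plus 3 SD, computed separately for each screening campaign, cut at about 15% in these data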
# Target sequence (P62136 whole entry, looked up): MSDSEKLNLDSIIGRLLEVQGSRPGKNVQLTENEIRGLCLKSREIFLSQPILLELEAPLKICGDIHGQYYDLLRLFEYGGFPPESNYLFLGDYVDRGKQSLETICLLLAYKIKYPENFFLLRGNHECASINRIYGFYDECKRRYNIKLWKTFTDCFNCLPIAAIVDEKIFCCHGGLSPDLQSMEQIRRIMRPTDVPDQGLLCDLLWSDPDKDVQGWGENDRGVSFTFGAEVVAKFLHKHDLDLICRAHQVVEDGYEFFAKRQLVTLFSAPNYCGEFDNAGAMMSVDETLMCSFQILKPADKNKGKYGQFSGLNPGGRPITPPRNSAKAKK
# PAFAH2 FP inh = PAFAH2 (human) inhibition. 0.99% of 340,000 active. Q99487. recombinant PAFAH2, FP-rhodamine activity probe, fluorescence polarization. inhibition, % at 3.39 µM. AID 492956;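 active = inhibition above the mean over all tested compounds plus 3 SD, cut at about 30% in these data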;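 note: inhibitors block probe labeling of enzyme so polarization drops; 0% = enzyme with DMSO and 100% = wells lacking PAFAH2 protein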
# Starred values were filed as active, the others as inactive; / = no result given.
1	CCCCCCN1C(=O)C(O)=C(C(C)=O)C1c1ccc(Cl)cc1 (stereo not drawn)
2	O=C(c1ccccc1)N1CCN(C(=O)c2ccc(OC(F)(F)F)cc2)CC1
3	CC[C@](C)(O)c1cc2ccccc2c(=O)o1
4	O=C(O)C1CCCCC1C(=O)Nc1ccc(S(=O)(=O)N2CCCC2)cc1 (stereo not drawn)
5	COc1c(C)cc(Br)cc1C(=O)Nc1ccccc1C
6	Cc1ccnc(SCCn2c(N3CCC(C)CC3)nc3c2c(=O)n(C)c(=O)n3C)n1
7	Cc1cccc(S(=O)(=O)N2CN(Cc3ccco3)c3nc4ccccc4nc32)c1
8	Cc1cccc(CN2CCN(c3ccccn3)CC2)c1
assay / entry	1	2	3	4	5	6	7	8
procasp3 activ	1	8	9	2	6	-5	-1	-5
TPT1 inh	3	-2	/	-1	2	-2	-2	1
PP1 counter	23*	-4	/	0	8	1	4	-1
procasp7 counter	12	1	5	-4	-2	-2	4	5
PP5 primary	3.4	2.8	/	-1.5	0.8	1.2	0.3	1.3
AHR activator	2	0	2	1	4	-1	3	-9
core dimer inh	9	-2	/	-3	-1	-6	35	3
Fh CTSL1 inh	5	-1	/	1	1	1	2	0
PAFAH2 FP inh	1	4	-2	8	4	-5	13	5

9	CC1(C)NC(=O)N(CCSc2ccc(Cl)cc2)C1=O
10	Cc1nc2ccc(N3C(=O)CCC3=O)cc2[nH]1
11	CC(O)[C@H]1CC[C@H]2[C@@H]3CC[C@H]4C[C@@H](O)CC[C@]4(C)[C@H]3/C(=N/O)C[C@]12C (stereo partly drawn)
12	CCOC(=O)CCC(NC(=O)c1ccc(NCN2C(=O)CCC2=O)cc1)C(=O)OCC (stereo not drawn)
13	N#C/C(=C\c1cc2c(cc1Br)OCO2)C(=O)NCC1CCCO1 (stereo not drawn)
14	O=C(Nc1ccc(NC(=O)c2ccc(Cl)cc2Cl)cc1)c1cccs1
15	COc1ccc(CC(=O)Nc2nc3ccccc3[nH]2)cc1
16	COc1cccc(N2CCN(c3ncccn3)CC2)c1
assay / entry	9	10	11	12	13	14	15	16
procasp3 activ	-3	-3	-3	3	10	-1	-3	8
TPT1 inh	0	1	-4	-1	-1	0	-1	-3
PP1 counter	-2	0	3	0	-3	4	-5	-2
procasp7 counter	9	0	6	3	5	4	-3	-3
PP5 primary	-2.3	3.6	2.7	-0.8	-2.6	0.0	2.5	-0.6
AHR activator	0	0	-3	-2	-2	-7	6	7
core dimer inh	-4	3	-7	-5	2	3	-3	-5
Fh CTSL1 inh	-1	0	-1	2	4	0	-3	-1
PAFAH2 FP inh	0	-2	-8	-7	9	0	-4	-3

17	COc1ccc(NC(=O)C(Cc2cc(C)cc(C)c2)C(C)C(=O)O)cc1 (stereo not drawn)
18	CCCCCc1c(C)nc(N2CCN(Cc3ccc4c(c3)OCO4)CC2)[nH]c1=O
19	Cc1nc(-c2cccc3ccccc23)ccc1C(=O)O
20	C=CCC[C@@H](Cc1ccc(F)cc1)C(=O)OC[C@@H](C)NC(=O)[C@@H](CC=C)CC(=O)N[C@H](CO)Cc1ccccc1
21	CC1CN(c2nnnn2-c2ccccc2)CC(C)O1 (stereo not drawn)
22	CCN(C(=O)COC(=O)c1ccc(Cl)cc1N)C1CCCCC1
23	O=C1CC(c2cccs2)Sc2nc3ccccc3n21 (stereo not drawn)
24	CCCNC(=O)CN1CCN(c2cc3ccccc3c(Cl)n2)CC1
assay / entry	17	18	19	20	21	22	23	24
procasp3 activ	6	0	5	-7	0	-7	6	-13
TPT1 inh	3	-5	1	/	-4	2	-3	1
PP1 counter	1	-3	-2	/	8	-3	-2	-3
procasp7 counter	3	-8	3	-6	14	-3	-8	4
PP5 primary	-1.7	3.2	0.8	/	-2.2	-1.5	1.3	2.2
AHR activator	1	1	2	1	1	0	10	12
core dimer inh	-6	-12	2	/	-2	3	2	-21
Fh CTSL1 inh	2	-3	-1	/	1	-8	1	3
PAFAH2 FP inh	-3	0	-13	-4	0	1	1	-17

25	Nc1nnc(SCC(=O)N2CCN(Cc3ccccc3)CC2)s1
26	Cc1cc(-c2ccccc2)nc2cc(C(=O)N(Cc3ccccc3)Cc3ccccc3)nn12
27	CC(c1ccccc1)N1C(=O)C2C3C=CC(C4CC34)C2C1=O (stereo not drawn)
28	Cn1ncc(N2CCN(S(=O)(=O)c3ccc(Br)cc3)CC2)c(Cl)c1=O
29	CCC(C)c1cc(S(=O)(=O)N2CCOCC2)ccc1OC (stereo not drawn)
30	COc1ccc(S(=O)(=O)N(C)c2ccc(C(=O)N3CCCCC3)cc2)cc1
31	COc1ccc(OCCNS(=O)(=O)Cc2ccccc2)cc1
32	O=C(CSc1nnc(NC(=O)c2ccccc2)s1)NC1CCCC1
assay / entry	25	26	27	28	29	30	31	32
procasp3 activ	-6	4	-3	-7	17	-3	-2	-6
TPT1 inh	-4	2	-1	4	-2	-1	-3	-3
PP1 counter	-11	14	3	-12	1	-4	5	11
procasp7 counter	-3	7	-2	-5	3	-1	5	12
PP5 primary	0.6	3.1	2.6	0.2	2.6	-0.7	3.5	-0.1
AHR activator	21	4	-1	0	1	-3	1	8
core dimer inh	-1	16	-3	-4	-7	0	-9	-10
Fh CTSL1 inh	11	10	2	-7	1	0	-2	5
PAFAH2 FP inh	9	-6	-1	1	12	0	1	-9

# 3 of the compounds above, with values under each structure.
# The line under a structure holds: procasp3 activ | TPT1 inh | PP1 counter | procasp7 counter | PP5 primary | AHR activator | core dimer inh | Fh CTSL1 inh | PAFAH2 FP inh
(1) CCCCCCN1C(=O)C(O)=C(C(C)=O)C1c1ccc(Cl)cc1 (stereo not drawn)
→ 1 | 3 | 23* | 12 | 3.4 | 2 | 9 | 5 | 1
(4) O=C(O)C1CCCCC1C(=O)Nc1ccc(S(=O)(=O)N2CCCC2)cc1 (stereo not drawn)
→ 2 | -1 | 0 | -4 | -1.5 | 1 | -3 | 1 | 8
(3) CC[C@](C)(O)c1cc2ccccc2c(=O)o1
→ 9 | / | / | 5 | / | 2 | / | / | -2

# Further structures
33	CCCCc1ccc(NC(=S)NCCc2ccc(F)cc2)cc1
34	CCc1c(C(=O)Nc2ccncc2)csc1C
35	C=CCn1c(SCc2ccc(C(=O)Nc3nccs3)cc2)nnc1-c1ccc(C)c(Cl)c1
36	Nc1c(C=C2C=CC(=O)C=C2)c(=O)nc2sc(CC(=O)N3CCCCC3)nn12
37	CCCCCCCCCC(=O)OCC(O)CO (stereo not drawn)
38	CCOCCc1nnc(NC(=O)CN2C(=O)c3ccccc3C2=O)s1
39	CCC(Oc1ccccc1)C(=O)O/N=C(\N)c1ccc(OC)c(OC)c1 (stereo not drawn)
40	C/C(=N\NC(=O)c1cc(C(C)(C)C)[nH]n1)C12CC3CC(CC(C3)C1)C2
assay / entry	33	34	35	36	37	38	39	40
procasp3 activ	-2	3	-2	3	7	-19	1	-10
TPT1 inh	0	-1	-4	-2	-3	5	-2	0
PP1 counter	1	-7	18*	-1	-1	0	-6	-2
procasp7 counter	-1	0	2	-3	-2	-20	0	3
PP5 primary	2.0	3.7	3.7	-0.6	-1.1	-0.5	1.5	0.5
AHR activator	5	6	8	2	-3	-3	6	2
core dimer inh	9	-4	17	-8	4	3	2	-1
Fh CTSL1 inh	0	-3	-1	5	1	-2	0	0
PAFAH2 FP inh	-1	-8	-15	9	4	5	1	2

41	Cc1ccc(C(=O)NNC(=S)NC(=O)c2ccc(Cl)cc2Cl)cc1
42	O=C(c1ccco1)N1CCN(C(=O)C2Cc3ccccc3CN2S(=O)(=O)c2ccc(F)cc2)CC1 (stereo not drawn)
43	O=C(Nc1ccc(NC(=S)NC(=O)c2cccs2)cc1)c1ccccc1
44	COc1ccccc1OCCNC(=O)C(CCSC)NC(=O)COc1ccccc1 (stereo not drawn)
45	O=C(c1ccco1)N1CCN(c2cc(C(F)(F)F)nc3ncnn23)CC1
46	CC(C)NC(=O)COC(=O)c1cc(F)c(F)cc1Cl
47	CCc1ccc(S(=O)(=O)Nc2c(C)nn(C)c2C)cc1
48	CC(C)(C)C(=O)Nc1nnc(-c2ccccc2)c(-c2ccccc2)n1
assay / entry	41	42	43	44	45	46	47	48
procasp3 activ	-5	-1	8	0	8	0	-3	6
TPT1 inh	0	3	-2	/	-1	0	1	-1
PP1 counter	6	-1	0	1	-1	-8	-3	-3
procasp7 counter	-11	3	4	9	4	1	14	22
PP5 primary	0.8	-1.2	-0.6	3.4	-0.1	-0.6	0.6	-2.0
AHR activator	0	0	5	-1	0	5	2	1
core dimer inh	0	0	5	/	-3	2	-2	-5
Fh CTSL1 inh	2	-3	-1	/	5	-2	-2	2
PAFAH2 FP inh	1	-5	-2	-20	-7	8	7	1

49	CC1(C)CC(=O)C2=C(C1)OC(N)=C(C#N)C2c1ccsc1 (stereo not drawn)
50	O=C(CCSc1ccccc1)Nc1nc2c(s1)CCCC2
51	C=C(C)COc1ccc(-c2ncncc2-c2ccc(OC)cc2)c(O)c1
52	COC(=O)CCC(=O)OC1(C)C(=O)C=C2C=C(C3CC3)N(C3CC3)C=C2C1=O (stereo not drawn)
53	COc1ccc(/C(O)=C2/C(=O)C(=O)N(c3ncccn3)C2c2ccc(C(C)(C)C)cc2)cc1 (stereo not drawn)
54	CC(NC(=O)COC(=O)C1=COCCO1)C12CC3CC(CC(C3)C1)C2 (stereo not drawn)
55	Cc1c(NC(=O)C(C)OC(=O)CCOc2ccccc2)c(=O)n(-c2ccccc2)n1C (stereo not drawn)
56	Cc1ccc(S(=O)(=O)Nc2cccc(Cl)c2)cc1NC(=O)C1CC1
57	C(=N\Nc1nc(N2CCOCC2)nc(N2CCOCC2)n1)/c1cccnc1
58	Cc1cccc(C(=O)NC(=S)N2CCN(c3ccc([N+](=O)[O-])cc3)CC2)c1
assay / entry	49	50	51	52	53	54	55	56	57	58
procasp3 activ	-2	0	4	-1	7	-1	12	-3	8	0
TPT1 inh	6	-2	-3	-4	2	-7	1	/	-2	2
PP1 counter	1	0	0	-1	9	-1	-8	/	-1	-2
procasp7 counter	1	6	-1	-6	2	4	6	5	3	10
PP5 primary	2.0	3.3	0.3	15*	-2.3	-0.8	-2.5	/	1.2	0.6
AHR activator	11	12	36	-3	1	0	0	4	3	2
core dimer inh	-2	0	11	-1	12	4	2	/	-41	3
Fh CTSL1 inh	-1	-6	-2	2	1	3	3	/	-2	2
PAFAH2 FP inh	4	4	-1	-5	/	52*	2	9	-4	4

# Part of the list above in order of molar mass, ascending:
49	CC1(C)CC(=O)C2=C(C1)OC(N)=C(C#N)C2c1ccsc1 (stereo not drawn)
51	C=C(C)COc1ccc(-c2ncncc2-c2ccc(OC)cc2)c(O)c1
58	Cc1cccc(C(=O)NC(=S)N2CCN(c3ccc([N+](=O)[O-])cc3)CC2)c1
assay / entry	49	51	58
procasp3 activ	-2	4	0
TPT1 inh	6	-3	2
PP1 counter	1	0	-2
procasp7 counter	1	-1	10
PP5 primary	2.0	0.3	0.6
AHR activator	11	36	2
core dimer inh	-2	11	3
Fh CTSL1 inh	-1	-2	2
PAFAH2 FP inh	4	-1	4
